Tau ThT inhib: blocks human tau fibril formation measured by thioflavin T. Potency, µM (titrated, usually from 57.4 µM), for the others: top-dose activity, negative = inhibition, usual class: inhibitors. P10636. hit rate 2.1% among 270,000. recombinant tau K18 P301L (four-repeat tau fragment), heparin-induced fibrillization, ThT fluorescence; also: % is scaled to controls: 0 for no effect and ±100 for the full control effect; nearly all actives have a fitted effect of over 55% in size
Target sequence (P10636 561-689 P618L limits assumed): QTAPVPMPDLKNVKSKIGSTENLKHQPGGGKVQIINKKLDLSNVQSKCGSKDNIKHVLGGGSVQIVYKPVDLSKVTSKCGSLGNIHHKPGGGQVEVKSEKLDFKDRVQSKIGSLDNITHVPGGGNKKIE
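K18 P301L tau (15 uM + 0.24 uM Alexa 594-tagged), heparin 20 uM, NaOAc pH 7, 6 h 37 C; ThT 30 uM, 1 h RT, ex 450/em 510 nm.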
RECQ1 inh: inhibitors of human RECQ1 DNA helicase; P46063; RECQ1 DNA unwinding, red fluorescence kinetic read; Potency, µM (highest dose often 57.3 µM), for the others: at the highest dose activity, negative = inhibition, actives largely listed as inhibitors; hit rate 0.54% among 240,000;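 also: plate controls were vehicle for no effect and no enzyme for full effect; nearly all actives have a fitted effect of over 30% in size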
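RECQ1T1 50 nM; forked duplex (20 bp + 30-nt ss tails) 200 nM, ATP 2 mM final; pH 8.0, 2 mM MgCl2, 2.5 ug/ml poly(dI-dC); 15 min compound preincubation; discontinuous kinetic read over 2 h at RT.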
LMNA splice mod: changes lamin A minigene splicing in HeLa cells; HeLa LMNA splicing GFP/RFP minigene ratio, 48 h; hit rate 0.01% among 200,000; AID 1487; Potency, µM (titrated, usually from 46.1 µM), for inactives: at the top dose ratio change, negative = inhibition, hits mostly inhibitors; active = well fitted inhibition curve with a large enough effect in the signal ratio, with a control signal flat, not every such curve was filed as active; inconclusive = small, poorly fitted or top-dose-only effect, or effect the other way, or a change in a side signal; the % refers to the signal ratio; also: % is scaled to controls: 0 for no effect and ±100 for the full control effect
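S3 HeLa stable clones carrying a lamin A-EGFP splicing minigene plus DsRed2 were seeded at 600 cells/well in Opti-MEM with 2% FBS, pin-dosed and incubated 48 h at 37°C. Acumen cytometry (488 nm) gave the GFP/RFP total-intensity ratio.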
SMN2 splice up: increases expression of the SMN2 splice variant; hit rate 2.8% among 210,000; Potency, µM (highest dose often 46.1 µM), without a hit: at the top dose activity change, positive = activation, most hits filed as activators; AID 1458; HEK293 SMN2-luciferase splicing reporter, luminescence, 30-36 h; also: % of control where 0% means no effect; nearly all actives have a fitted effect of over 55% in size
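HEK293 cells carry an SMN2 […]–luciferase reporter in which exon 7 inclusion puts luciferase in frame. Cells were plated 10-12 h before compound addition, then incubated 30-36 h at 37C. ONE-Glo luminescence was read; sodium butyrate at 4.5 mM final served as control.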
KDM4E inh: blocks human JMJD2E demethylase activity | B2RXH2 | hit rate 1.6% among 230,000 | JMJD2E catalytic domain, FDH-coupled NADH fluorescence (FDH is formaldehyde dehydrogenase) | AID 2147 | Potency, µM (titrated, usually from 57.1 µM), for the others: top-dose activity change, negative = inhibition, most hits filed as inhibitors; active = well fitted inhibition curve with a large enough effect, not every such curve was filed as active; inconclusive = small, poorly fitted or top-dose-only effect, or another doubt; inactive = no such curve, though single readings can be large or run the other way;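 also: 0% = wells with enzyme and -100% = buffer wells without enzyme; nearly all actives have a fitted effect of over 50% in size; many of its hits are not listed in these tables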
Target sequence (B2RXH2 1-337 limits assumed): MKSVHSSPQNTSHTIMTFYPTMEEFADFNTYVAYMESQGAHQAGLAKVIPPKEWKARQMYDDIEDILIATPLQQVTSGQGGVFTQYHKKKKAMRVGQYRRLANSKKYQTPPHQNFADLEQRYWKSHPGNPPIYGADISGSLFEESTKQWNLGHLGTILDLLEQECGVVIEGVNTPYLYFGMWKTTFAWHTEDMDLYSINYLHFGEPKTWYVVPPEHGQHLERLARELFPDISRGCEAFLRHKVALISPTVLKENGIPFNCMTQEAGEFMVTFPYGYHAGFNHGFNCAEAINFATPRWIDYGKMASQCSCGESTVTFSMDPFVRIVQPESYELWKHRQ
KinaseGlo FLuc: Kinase-Glo luciferase inhibition (counter-screen) | Q27757 | Kinase-Glo luciferase, ATP luminescence, 8 min | Potency, µM (highest dose often 38.3 µM), without a hit: at the top dose activity change, negative = inhibition, hits mostly inhibitors | hit rate 0.28% among 200,000; also: % is scaled to controls: 0 for no effect and ±100 for the full control effect; nearly all actives have a fitted effect of over 60% in size
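Recombinant Kinase-Glo luciferase, 10 uM ATP (linear range), luciferin; imidazole pH 7.2 / KCl / MgCl2 / Tween / BSA buffer; 8 min RT; luminescence.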
L3MBTL1 inh: L3MBTL1 (human) inhibition. AlphaScreen L3MBTL1–H3K9me1 peptide binding. Potency, µM (doses to about 57.1 µM), inactives show top-dose activity, negative = inhibition, hits mostly inhibitors. hit rate 0.66% among 230,000. AID 485360; also: % is scaled to controls: 0 for no effect and ±100 for the full control effect; nearly all actives have a fitted effect of over 60% in size
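AlphaScreen assay: L3MBTL1 (50 nM final) was preincubated 30 min at room temperature with biotinylated H3(1-15)K9me1 peptide (75 nM final), then 30 min with library compounds; streptavidin donor and nickel chelate acceptor beads (10 ug/mL final) added, 30 min dark.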
ALDH1A1 inh: blocks purified human ALDH1A1 activity; P00352; Purified ALDH1A1, NADH fluorescence, propionaldehyde substrate; Potency, µM (highest dose often 75.3 µM), inactives show top-dose activity, negative = inhibition, actives largely listed as inhibitors; hit rate 7.3% among 220,000; AID 1030; active = well fitted inhibition curve with a large enough effect, not every such curve was filed as active; inconclusive = small, poorly fitted or top-dose-only effect, or another doubt; inactive = no such curve, though single readings can be large or run the other way;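 also: plate controls were no enzyme wells and a reference inhibitor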
Target sequence (P00352 whole entry, looked up): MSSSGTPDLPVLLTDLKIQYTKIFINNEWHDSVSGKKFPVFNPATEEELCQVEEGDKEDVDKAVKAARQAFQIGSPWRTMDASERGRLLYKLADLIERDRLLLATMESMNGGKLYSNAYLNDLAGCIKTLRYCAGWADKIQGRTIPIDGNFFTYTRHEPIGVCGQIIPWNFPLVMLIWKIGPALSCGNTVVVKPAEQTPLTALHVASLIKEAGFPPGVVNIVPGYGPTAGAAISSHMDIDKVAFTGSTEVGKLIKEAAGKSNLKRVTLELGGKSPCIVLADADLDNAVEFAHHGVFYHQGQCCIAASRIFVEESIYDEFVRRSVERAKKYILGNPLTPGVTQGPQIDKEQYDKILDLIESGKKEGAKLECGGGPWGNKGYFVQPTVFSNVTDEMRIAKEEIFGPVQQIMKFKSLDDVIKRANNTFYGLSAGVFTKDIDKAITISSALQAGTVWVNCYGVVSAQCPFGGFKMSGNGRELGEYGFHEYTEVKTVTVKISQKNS
* hit, by the source's call; i = inactive; u = inconclusive; x = not tested or not shown; & = joins results of further samples; [ ] = remark or other dose. Unless noted, calls follow the shape of the dose curve; as a rule, active = well fitted curve in the direction sought with a large enough effect; inconclusive = small, poorly fitted or top-dose-only effect, or another doubt; inactive = no such curve, though single readings can be large; an effect the other way counts as inactive or inconclusive. Potency is read from the fitted curve at half-maximal effect. Not all compounds are listed, so the mix of outcomes need not match the whole.

SMILES	Tau ThT inhib	RECQ1 inh	LMNA splice mod	SMN2 splice up	KDM4E inh	KinaseGlo FLuc	L3MBTL1 inh	ALDH1A1 inh
Cc1ccc(CN2CCN(C3CCCC3)C(CCO)C2)s1 (configuration not stated)	11%	i	x	-1%	-1%	-1%	29%	-7%
COc1ccc(-c2ccnc3nc(N4CCN(c5ccccc5)CC4)nn23)cc1	u	-10%	4%	1%	-19%	4%	7%	5%
Nc1c2c(=O)oc(-c3ccccc3)cc2nn1-c1ccccc1	u	-8%	-2%	13µM*	u	4%	0%	u
CCOC1(OCC)C(c2ccc(Cl)cc2)C(C#N)(C#N)C1(OCC)OCC (configuration not stated)	u	i	u	-21%	-6%	-2%	11%	-5%
Cc1ccc(Oc2nc3ccccn3c(=O)c2/C=C(\C#N)C(=O)Nc2c(C)n(C)n(-c3ccccc3)c2=O)c(C)c1	-10%	-1%	-19%	58%	u	7%	-1%	u
CN(C)C(=O)N1CCNCC1	-3%	i	-4%[46 µM]	x	-10%	-1%	-2%	12%
Cc1nc2nc3c(cn2n1)C(=O)CC(c1ccccc1)C3 (configuration not stated)	2%	i	1%	-13%	17%	-1%	36%	-13%
O=[N+]([O-])c1cccc(C2=NCCS2)c1	4%	8%	u	-13%	-2%	-3%	-14%	-21%
COCCn1cnc2c(c1=O)c1nc3ccccc3nc1n2/N=C/c1ccc(OC)c(OC)c1	u	8%	x	x	12%	x	-3%	0%
COc1ccc(/C=C/C(=O)NCCc2nc3ccccc3[nH]2)cc1	-14%	0%	x	x	1%	x	-27%	x
CCCCC[C@H](O)/C=C/[C@H]1[C@H](O)CC(=O)[C@@H]1C/C=C\CCCC(=O)O	-5%&-13%&-12%	14%&7%&-6%	x	10%&10%&11%	3%&2%	1%&2%	x	-1%&9%&15%
Nc1ccc(Cc2nc3c(ccc4ccccc43)[nH]2)cc1	-3%	i	-3%	11%	-10%	0%	-8%	u
COc1cc2c(=O)c(-c3ccc(O)cc3)coc2cc1OC1OC(CO)C(O)C(O)C1O (configuration not stated)	-1%	-6%	6%	u	-26%	-4%	3%	u
CCN1C(=O)C(O)(CC(=O)/C=C/C=C/c2ccccc2)c2ccccc21 (configuration not stated)	-3%	-7%	-7%	-19%	7%	-8%	-3%	u
CCCCC/C=C\C[C@@H](O)/C=C/C=C/C=C\[C@@H](O)CCCC(=O)O	2%	-1%	x	4%&5%	-8%	0%[39.9 µM]	x	-1%&-4%
CCN(CC)C(=O)c1cc2c(=O)n3cccc(C)c3nc2n1C	-7%	-4%	u	-12%	u	0%	9%	u
CC(C)OC(=O)C(CC(=O)O)NCc1ccccc1 (configuration not stated)	-8%	-3%	0%	3%	456%	-5%	-2%	u
COc1ccc(N2C(=O)NC(NC(=O)c3cccnc3)(C(F)(F)F)C2=O)cc1 (configuration not stated)	5%	i	3%[46 µM]	1%	-2%	7%	-2%	u
CCOc1cc(C2/C(=C(/O)c3ccc(OC)cc3)C(=O)C(=O)N2CC2CCCO2)ccc1O (configuration not stated)	-5%	-6%	x	x	1%	x	6%	x
CCC(C)(C)NC(=O)C(Sc1ccccc1)c1ccccc1 (configuration not stated)	7%	-21%	x	x	2%	x	12%	5%

Four compounds from above, arranged by their value in L3MBTL1 inh, descending:
compound,Tau ThT inhib,RECQ1 inh,SMN2 splice up,KDM4E inh,L3MBTL1 inh,ALDH1A1 inh
Cc1ccc(CN2CCN(C3CCCC3)C(CCO)C2)s1 (configuration not stated),11%,i,-1%,-1%,29%,-7%
CCC(C)(C)NC(=O)C(Sc1ccccc1)c1ccccc1 (configuration not stated),7%,-21%,x,2%,12%,5%
CCOC1(OCC)C(c2ccc(Cl)cc2)C(C#N)(C#N)C1(OCC)OCC (configuration not stated),u,i,-21%,-6%,11%,-5%
CN(C)C(=O)N1CCNCC1,-3%,i,x,-10%,-2%,12%

A few values from above:
CC(C)OC(=O)C(CC(=O)O)NCc1ccccc1 (configuration not stated) in SMN2 splice up: 3%
CCN(CC)C(=O)c1cc2c(=O)n3cccc(C)c3nc2n1C in Tau ThT inhib: -7%

Additional entries.
SMILES	Tau ThT inhib	RECQ1 inh	LMNA splice mod	SMN2 splice up	KDM4E inh	KinaseGlo FLuc	L3MBTL1 inh	ALDH1A1 inh
CC(C)=CCC/C(C)=C/C=N/NC(=O)c1ccc([N+](=O)[O-])cc1	u	-1%	-22%	-5%	0%	0%	-3%	10%
COc1cc(C)c(S(=O)(=O)N2CCN(C)CC2)cc1C	-6%	2%	-5%	2%	1%	5%	x	12%
CN(C)c1ccc(C(=S)N2CCN(c3ccccc3)CC2)cc1	u	i	u	-14%	4%	-2%	u	13µM*
CCCCNC1=NCCS1	3%	i	x	11%	0%	-1%	x	9%
COc1ccc(/C=C2\N=C(c3ccccc3)NNC2=O)cc1	u	-1%	x	x	0%	x	5%	x
O=C(OCc1ccccc1)N1CCOCCOCCN(C(=O)OCc2ccccc2)CCOCCOCC1	3%	-3%	-11%	x	2%	1%	-4%	3%
CC1(C)CC(=O)C(C(=O)CCCCC(=O)C2C(=O)CC(C)(C)CC2=O)C(=O)C1	u	-13%	u	-3%	u	-1%	1%	u
CCC1OC(=O)CC(O)C(C)[C@@H](O[C@@H]2OC(C)[C@H](O[C@@H]3C[C@@](C)(O)C(O)C(C)O3)C(N(C)C)C2O)[C@H](CC=O)CC(C)C(=O)/C=C/C(C)=C/[C@@H]1COC1OC(C)C(O)C(OC)[C@@H]1OC (some centres not stated)	-3%	-3%	19%	-1%	1%	-3%	x	-2%
CCCCC[C@H](O)/C=C/[C@@H]1[C@H]2C/C(=C/CCCC(=O)O)C[C@H]2C[C@H]1O	3%&-10%&-13%	-11%	x	3%&-6%&-4%	3%	1%	x	12%&-4%&-1%
Nc1nc(N2CCOCC2)nc(N(c2ccccc2)c2ccccc2)n1	-8%	-7%	-5%	-21%	1%	3%	7%	-1%
O=C(CN(Cc1cccs1)C(=O)CNS(=O)(=O)c1ccccc1)NC1CCCC1	-5%	20%	17%[46 µM]	-10%	3%	1%	2%	-5%
CC[n+]1ccc(C)c2cc(S(=O)C(F)(F)F)ccc21 (configuration not stated)	u	-6%	u	5%	u	3%	5%	-6%
CCC(C)NC(=O)c1ccc(CS(=O)(=O)Cc2ccc(Cl)cc2)o1 (configuration not stated)	-14%	0%	-1%	-43%[inhibitor]	3%	1%	x	u
CCOc1ccc(CNC(=O)CCCc2cn(C)c3ccccc23)cc1OC	-5%&-15%	i	u	-3%	u	1%	-8%	-5%
COC(=O)c1cc(NC(=O)Cc2ccc(OC)cc2)cc(C(=O)OC)c1	-7%	13%	4%	13%	2%	-5%	x	0.89µM*
Cc1ccc2[nH]c(=O)c(Cc3ccccc3)c(O)c2c1	-17%	-24%	1%[46 µM]	x	u	2%	6%	u
Cc1ccc(Nc2nc(NCCCN3CCOCC3)nc(N)c2[N+](=O)[O-])cc1	-6%	3%	u	17%	2%	-2%	-4%	5%
CC(C)[C@H](NC(=O)OC(C)(C)C)C(=O)N/N=C/c1cccc2nccnc12	1%	-2%	2%	-15%	u	-4%	x	u
CCCC(c1nnnn1Cc1ccco1)N1CCN(C2CCCC2)CC1 (configuration not stated)	-1%	-3%	4%	13%	3%	1%	5%	-4%
COc1ccc(CCNC(=O)C2CCCN(S(=O)(=O)c3cccc4nonc34)C2)cc1OC (configuration not stated)	3%	0%	3%	-12%	-1%	0%	x	-2%
CCCC(=O)Nc1c(-c2ccccc2)c(=O)c(C)nn1-c1ccccc1	-7%	i	x	x	4%	x	0%	x
CCN1CCN(CC(=O)N2N=CCC2c2ccccc2)CC1 (configuration not stated)	-9%	-2%	x	x	17%	x	4%	x
Cc1csc(NC(=O)CSc2nnc(-c3ccoc3C)n2Cc2ccco2)n1	-17%	-3%	8%	10%	-4%	-3%	x	-5%
Cc1cc(=O)[nH]c(-c2ccccc2O)n1	-1%	-2%	2%	-3%	u	-2%	10%	-3%
COc1ccc(C(=O)Nc2ccc(Oc3ncnc4sc(-c5ccccc5)cc34)cc2)cc1OC	-5%	-6%	-10%	x	50%[activator]	x	-6%	1%
CCN(CC)CCNC(=O)c1ccc(CS(=O)(=O)c2ccc(Br)cc2)o1	-2%	i	-3%	-16%	-1%	-1%	u	-1%
Cc1nnc(SCC(N)=O)n1CCc1ccccc1	0%	2%	7%	11%	5%	1%	u	3%
CN(C)c1ccc(CNn2cnnc2)cc1	-7%	i	-4%	21%	3%	10%	1%	3%
COc1ccc(/C=N/NC(=O)c2ccc(CSc3nc(C)cc(C)n3)cc2)c(OC)c1OC	u	i	u	10%	u	3%	0%	u
CC(C)CNC(=O)c1ccccc1NC(=O)CN(c1ccccc1)S(=O)(=O)N(C)C	-1%	i	15%[46 µM]	x	u	4%	-4%	5%
COc1ccc(-c2cnn(C3CCS(=O)(=O)C3)c2N)cc1 (configuration not stated)	-19%	-7%	1%	-20%	-2%	8%	x	-12%
Cc1ccc2c(c1)[nH]c1c(=O)n(CCCN3CCOCC3)cnc12	-12%	-5%	-1%	12%	u	-4%	-1%	5%
Cc1ccc(S(=O)(=O)N2CCOCC2)cc1NC(=O)Cn1ccsc1=N	-2%	-3%	-3%	-8%	-2%	16%	x	0%
CCOC(=O)C1CCN(c2nc3ccccc3nc2C(C#N)C(=O)OC(C)COC)CC1 (configuration not stated)	u	i	-1%	u	u	-1%	-2%	-11%
COc1ccccc1-c1cn[nH]c1-c1ccc(OCc2ccccc2F)cc1O	-18%	i	x	x	-26%	x	-10%	-1%
C=CCN1C(=O)/C(=C\c2ccc(Cl)cc2)N=C1SCC(=O)NCCC	-11%	-4%	15%	4%	4%	-3%	x	u
COc1cc(CN2CCNC(=O)C2CC(=O)N(C)Cc2cccnc2)cc(OC)c1 (configuration not stated)	-4%	i	u	1%	-12%	-1%	12%	0%
N/C(=N\OC(=O)c1cc(Br)ccc1Cl)c1cccnc1	2%	i	u	19%	-2%	-2%	10%	0%

High-throughput results: PubChem, National Center for Advancing Translational Sciences (NCATS)
